Source: PubChem
N370S GC mod – N370S glucocerebrosidase modulation, Gaucher chaperone candidate. P04062. AID 2101. Potency, µM (top dose mostly 59.4 µM), for inactives: at the top dose activity change, negative = inhibition, usual class: inhibitors. 330,000 compounds, 0.092% hits. N370S GC spleen homogenate, 4MU-glucoside fluorescence;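 further: 0% = full enzyme activity and -100% = no enzyme basal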
FEN1 inh – blocks human flap endonuclease 1 | P39748 | Recombinant FEN1 flap cleavage, fluorescence, 15 min | Potency, µM (doses to about 114 µM), without a hit: at the top dose activity change, negative = inhibition, actives largely listed as inhibitors | 390,000 compounds, 0.35% hits; further: nearly all actives have a fitted effect of over 65% in size
Target sequence (P39748 whole entry, looked up): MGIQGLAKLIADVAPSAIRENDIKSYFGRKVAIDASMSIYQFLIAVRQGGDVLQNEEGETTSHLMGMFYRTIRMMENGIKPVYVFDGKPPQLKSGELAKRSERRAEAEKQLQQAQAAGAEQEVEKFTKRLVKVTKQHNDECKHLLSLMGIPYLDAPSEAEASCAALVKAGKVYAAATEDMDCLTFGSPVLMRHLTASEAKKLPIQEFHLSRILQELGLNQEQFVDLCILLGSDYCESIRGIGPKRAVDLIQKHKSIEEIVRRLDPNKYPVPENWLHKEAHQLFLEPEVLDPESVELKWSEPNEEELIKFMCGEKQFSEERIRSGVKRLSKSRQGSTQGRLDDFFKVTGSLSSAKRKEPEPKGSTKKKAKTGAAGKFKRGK
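Potency values derive from four-parameter Hill fits of normalized qHTS data. The reaction used 10 nM FEN1 preincubated 15 min at room temperature with compound, then 50 nM DNA substrate, read at 0 and 15 min.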
TDP1 inh – inhibitors of human tyrosyl-DNA phosphodiesterase TDP1; Potency, µM (series often up to 130 µM), inactives show at the highest dose activity change, negative = inhibition, usual class: inhibitors; Q9NUW8; AID 485290; recombinant TDP1, AlphaScreen DNA substrate cleavage; 350,000 compounds, 0.28% hits; further: nearly all actives have a fitted effect of over 40% in size
Target sequence (Q9NUW8 whole entry, looked up): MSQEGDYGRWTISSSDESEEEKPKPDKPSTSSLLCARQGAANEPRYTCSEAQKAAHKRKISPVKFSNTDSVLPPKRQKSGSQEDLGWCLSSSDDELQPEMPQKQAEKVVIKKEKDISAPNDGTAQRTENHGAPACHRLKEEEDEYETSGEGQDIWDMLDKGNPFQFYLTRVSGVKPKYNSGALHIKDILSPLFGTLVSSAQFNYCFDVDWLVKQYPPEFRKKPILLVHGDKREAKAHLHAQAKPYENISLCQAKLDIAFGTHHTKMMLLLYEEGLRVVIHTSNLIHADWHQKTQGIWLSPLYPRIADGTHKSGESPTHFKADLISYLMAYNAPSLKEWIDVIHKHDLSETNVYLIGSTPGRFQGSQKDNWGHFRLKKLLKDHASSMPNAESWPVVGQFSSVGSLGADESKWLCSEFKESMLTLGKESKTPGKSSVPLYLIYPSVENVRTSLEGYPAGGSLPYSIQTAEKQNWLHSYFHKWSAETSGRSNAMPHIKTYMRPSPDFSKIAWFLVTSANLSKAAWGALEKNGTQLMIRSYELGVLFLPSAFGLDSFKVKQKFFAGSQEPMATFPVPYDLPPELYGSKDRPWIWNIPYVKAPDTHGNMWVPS
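Recombinant E. coli-expressed Tdp1 (1 nM) preincubated with compound 15 min at RT, then 5'-biotin/3'-phosphotyrosine-FITC DNA substrate (15 nM) added for 5 min. AlphaScreen beads (10 ug/ml) added, 10 min RT; tyrosine-FITC cleavage read as signal loss.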
* hit, by the source's call; ? = inconclusive; . = not tested or not shown; [ ] = dose if it differs, or a comment. The call rests on the fitted dose curve; in most records, active means well fitted curve in the direction sought with a large enough effect; inconclusive means small, poorly fitted or top-dose-only effect, or another doubt; inactive means no such curve, though single readings can be large; an effect the other way counts as inactive or inconclusive. Unless noted, on the % scale 0 is the no-effect control and ±100 the full control effect; potency means the concentration at half of the fitted maximal effect.

SMILES	N370S GC mod	FEN1 inh	TDP1 inh
CC(=O)/C=C/c1ccc2ccccc2n1	5.6%	1.1%	0.0%
Cc1ccc(NC(=O)CSc2nnc(-c3cccnc3)o2)c(C)c1	3.4%	2.5%	0.9%
COC(=O)c1ccccc1NC(=O)CN(CCc1ccccc1)S(C)(=O)=O	-5.0%	-9.7%	1.0%
COc1ccc(C)cc1NC(=O)C1CCN(S(=O)(=O)c2cc(Br)cc3c2N(C(C)=O)CC3)CC1	.	-18.5%	0.9%
CC(C)C(NS(=O)(=O)c1cccs1)C(=O)Nc1nc(C(C)(C)C)cs1 (configuration not stated)	-14.6%	0.8%	0.0%
COc1ccc(-c2cnnc(CCCn3ccnc3-c3ccccc3)n2)cc1	-6.6%[12.8 µM]	.	6.9%[21 µM]
O=C1c2ccccc2NC(c2cccc(F)c2)N1Cc1ccccc1 (configuration not stated)	?	-3.9%	.
CCCOc1ccc(C(C)=O)cc1CSCCC#N	8.4%	10.1%	-2.4%
CSc1nn(Cc2ccccc2C)c(NC(C)=O)c1S(=O)(=O)c1ccc(C)cc1	.	-3.8%	0.0%
CC1=C(C(N)=O)C(c2ccc(Br)cc2)n2nc(CCCO)nc2N1 (configuration not stated)	1.0%	-3.6%	.
CC(=O)c1cccc(NC(=O)CCc2c(C)nc3c(-c4ccc(F)cc4)c(C)nn3c2C)c1	.	13.6%	0.0%
COc1cc2c(cc1OC)C(COc1ccc(F)cc1)N(C(C)=O)CC2 (configuration not stated)	-8.6%	13.2%	.
O=C(/C(=C/O)N=Nc1ccccc1Cl)c1ccccc1	7.1%	-10.8%	8.8%
Cn1ccs/c1=N\C(=O)Nc1cccc(Cl)c1	2.0%	-3.1%	.
O=C(NCC1CCCO1)C1CC(=O)N(c2cccc(Cl)c2)C1 (configuration not stated)	4.1%	10.1%	.
O=C(NC1CC(=O)N(c2ccc(F)cc2)C1)c1ccc(S(=O)(=O)N2CCOCC2)cc1 (configuration not stated)	.	20.8%	?
COc1ccc(-c2onc3ccc(C(C)=O)cc23)cc1	-20.0%	-7.7%	.
COc1ccc2cc(C#N)c(NC(C)C)nc2c1	16.2%	-8.7%	2.3%
COc1ccccc1CNC(=O)C1CCN(c2nn3c(=O)cc(C)nc3s2)CC1	.	4.8%	5.1%
Cc1ccc(C(=O)/C=C/NCc2ccc(F)cc2)cc1	5.2%	-2.1%	5.5%
COc1cc2c(c(OC)c1OC)-c1ccc(OC)c(=O)cc1[C@@H](NC=O)CC2	-5.3%	.	4.3%
CCC(=O)Nc1ccc(OCc2nnc3c4ccccc4c(C)nn23)cc1	2.6%	-3.2%	7.2%
Cc1c(C(=O)N2CCC(C(N)=O)CC2)sc(N)c1C#N	1.5%	-6.5%	-1.1%
CCCc1[nH]nc2c1C(c1ccc(OC)cc1OC)C(C#N)=C(N)O2 (configuration not stated)	3.5%	1.2%	4.4%
COc1ccc(CNC(=O)CN2C(=O)CSc3ccc(S(=O)(=O)N4CCCCC4)cc32)cc1	-1.7%	-21.0%	1.8%
CC(NC(=O)C(NS(=O)(=O)c1cccc2nsnc12)C(C)C)c1ccccc1 (configuration not stated)	-9.3%	-4.6%	.
CC(=O)c1ccc(NC(=O)c2cccc(NC(=O)N3CCSc4ncccc43)c2)cc1	.	-3.9%	-5.6%
O=C(NCc1cccs1)Nc1cc(Cl)ccc1Cl	-3.1%	-4.3%	-4.8%
COc1ccc(S(=O)(=O)Nc2ccc(-c3ccc(N4CCCC4)nn3)cc2)cc1C	-2.2%	2.3%	0.8%
FC(F)Oc1ccc(-n2cc(-c3ccc(Cl)cc3)[n+]3c2CCCCC3)cc1	-4.1%	10.5%	2.8%
COCCN1CCn2c(nc3cc(NC(=O)NC4CCCCC4)ccc32)C1	-20.4%	-1.1%	6.3%
CSc1ccc(S(=O)(=O)N2CCC(C(=O)Nc3ccccc3C(F)(F)F)CC2)cc1	-7.9%	-0.2%	12.2%
O=S(=O)(/N=C(/Nc1cccnc1)c1ccccc1)c1ccc(F)cc1F	.	6.2%	2.7%
O=C(NCCO)c1ccc2[nH]c3ccccc3c2c1	6.5%	-5.7%	1.2%
CCN(CC)C1CC(=O)N(c2cccc(Cl)c2)C1=O (configuration not stated)	-10.8%	13.8%	.
O=C(Cn1c(-c2cccs2)cc2ccccc21)NCCCN1CCN(c2cccc(Cl)c2)CC1	.	-2.2%	5.0%
CCOC(=O)C1CCCN(C(=O)c2cccc(NC(=O)c3nsc4ccccc34)c2)C1 (configuration not stated)	.	5.6%	8.1%
CCOC(=O)C(NC(=O)CC(C)C)(Nc1cc(C)on1)C(F)(F)F (configuration not stated)	2.9%	0.8%	5.2%
C#CCOCCOCCOCCNc1nc(OC)nc(N2CCN(C(=O)[C@H](CCC(=O)O)n3cc(C(N)CO)nn3)CC2)n1 (some centres not stated)	-28.3%	-5.7%	-18.8%
COc1ccc(C2=NN(C(=O)c3ccccc3)C(c3cccc([N+](=O)[O-])c3)C2)cc1 (configuration not stated)	?	-5.8%	9.8%
COC(=O)c1cc(C(=O)c2ccc(Cl)cc2Cl)cn1C	10.8%	12.4%	-3.9%
CCCOc1ncnc2c1[nH]c1ccccc12	6.2%	-3.0%	5.9%
CCc1ccc([C@@H]2CC=C(C(=O)O)[C@H](c3ccc(Cl)cc3)N2S(=O)(=O)c2ccc(C)cc2)cc1	21.2%	-0.3%	-3.4%
COc1ccc(-c2nnc3n2N=C(c2cccc(Br)c2)CS3)cc1OC	8.5%	.	1.9%
CC(=O)Nc1ccc(S(=O)(=O)N(C)CC(=O)NNC(=O)Cc2nc3ccccc3n2C)cc1	.	0.1%	1.2%
CCOC(=O)C1CCN(C(=O)/C=C/c2ccc(OC)cc2)CC1	5.4%	-8.4%	3.9%
O=Cc1c(N2CCN(CCO)CC2)nc2ccccn2c1=O	-3.1%	3.9%	.
COC(=O)c1cn(NC(=O)Cc2c(F)cccc2Cl)c(=O)c2ccccc12	5.9%	11.0%	2.6%
CCCCn1c(/N=C/c2ccccc2NS(=O)(=O)c2ccc(C)cc2)nc2ccccc21	4.3%	-3.3%	-5.3%
Cc1ccc(F)cc1CNC(=O)C1CCC(=O)N(C2CC2)C1 (configuration not stated)	-10.4%	-0.5%	0.7%
COCCCn1cnnc1SCC(=O)Nc1ccc(S(=O)(=O)N2CCCC2)cc1	-14.7%	0.2%	4.2%
O=c1cc(O)c2c(=O)n(Cc3ccccc3)c3ccccc3c2o1	6.8%	?	3.8%
COc1cccc(CNC(=O)c2cc(COc3c(F)cccc3F)on2)c1	-9.1%	0.1%	.
COc1ccc(N(CC(=O)N/N=C(\C)c2ccc(OC)c(OC)c2)S(=O)(=O)c2ccccc2)cc1	-9.4%	10.9%	.
CCOC(=O)c1cc(-c2ccc(OC(F)F)cc2)nc2c1c(=O)[nH]c(=O)n2C	4.3%	7.3%	-2.2%
COc1ccc(N2CCN(C(=O)c3cc([N+](=O)[O-])ccc3N3CCN(CCO)CC3)CC2)cc1	?	-5.6%	4.8%
CCOc1ccc(NC(=O)c2oc3ccccc3c2NC(=O)C2CCCCC2)cc1	.	15.4%	-1.3%
Cc1cc(OCC(=O)Nc2ccc3c(c2)OCCO3)ccc1Cl	14.5%	-19.7%	3.8%
COC(=O)C1=C(N)N(c2ccccc2C(F)(F)F)C2=C(C(=O)CCC2)C1c1ccc2c(c1)OCO2 (configuration not stated)	9.6%	-17.5%	0.0%
N#CC1=C(N)Oc2cc(N)ccc2C1C1CC=CCC1 (configuration not stated)	10.0%	0.4%	-1.1%

(further entries)
SMILES	N370S GC mod	FEN1 inh	TDP1 inh
CCc1ccc(/C=C2/SC(N3CCOCC3)=NC2=O)cc1	12.7%	4.4%	.
O=C(CCC1N=C2c3ccccc3N=C(SCc3ccccc3F)N2C1=O)NC1CCCCC1 (configuration not stated)	.	-8.5%	-2.5%
CCOc1cc(-c2nc3ccccc3s2)ccc1O	?	-14.6%	0.0%
COc1ccccc1C(=O)Nc1c[nH]c(=O)[nH]c1=O	5.3%	-2.3%	0.2%
O=C(NCCC1=CCCCC1)C(=O)NCc1ccccc1	0.9%	-1.0%	0.0%
CNS(=O)(=O)c1cc(N)ccc1C	-0.8%	-3.0%	-2.6%
COCCCNC(=S)Nc1ccc(CC(=O)O)cc1	6.8%	-9.2%	-5.9%
N[C@H](Cc1ccc(Cl)cc1)C(=O)O	-22.4%	.	3.6%
Cn1c(SCC(=O)N2CCCc3ccccc32)nnc1-c1ccccc1	10.4%	-12.4%	-1.9%
CCc1nn(-c2ccccc2)c(N)c1C#N	?	2.9%	-2.6%
CN(C)CCN1CC(O)=C(c2nc3ccccc3s2)C1=N	?	-16.9%	0.0%
CC(CCc1ccc(O)cc1)N1CCC(Oc2ccc(C(=O)N3CCCC3)cc2)CC1 (configuration not stated)	-2.7%	-4.1%	1.9%

A draw from above in order of molecular weight, rising.
SMILES	N370S GC mod	FEN1 inh	TDP1 inh
CNS(=O)(=O)c1cc(N)ccc1C	-0.8%	-3.0%	-2.6%
CCc1nn(-c2ccccc2)c(N)c1C#N	?	2.9%	-2.6%
COc1ccccc1C(=O)Nc1c[nH]c(=O)[nH]c1=O	5.3%	-2.3%	0.2%
N#CC1=C(N)Oc2cc(N)ccc2C1C1CC=CCC1 (configuration not stated)	10.0%	0.4%	-1.1%
CCOc1cc(-c2nc3ccccc3s2)ccc1O	?	-14.6%	0.0%
COCCCNC(=S)Nc1ccc(CC(=O)O)cc1	6.8%	-9.2%	-5.9%
O=C(NCCC1=CCCCC1)C(=O)NCc1ccccc1	0.9%	-1.0%	0.0%
CCc1ccc(/C=C2/SC(N3CCOCC3)=NC2=O)cc1	12.7%	4.4%	.
Cc1ccc(F)cc1CNC(=O)C1CCC(=O)N(C2CC2)C1 (configuration not stated)	-10.4%	-0.5%	0.7%
O=c1cc(O)c2c(=O)n(Cc3ccccc3)c3ccccc3c2o1	6.8%	?	3.8%
Cc1cc(OCC(=O)Nc2ccc3c(c2)OCCO3)ccc1Cl	14.5%	-19.7%	3.8%
Cn1c(SCC(=O)N2CCCc3ccccc32)nnc1-c1ccccc1	10.4%	-12.4%	-1.9%
COc1cccc(CNC(=O)c2cc(COc3c(F)cccc3F)on2)c1	-9.1%	0.1%	.
CCOc1ccc(NC(=O)c2oc3ccccc3c2NC(=O)C2CCCCC2)cc1	.	15.4%	-1.3%
CC(CCc1ccc(O)cc1)N1CCC(Oc2ccc(C(=O)N3CCCC3)cc2)CC1 (configuration not stated)	-2.7%	-4.1%	1.9%
COCCCn1cnnc1SCC(=O)Nc1ccc(S(=O)(=O)N2CCCC2)cc1	-14.7%	0.2%	4.2%
CCCCn1c(/N=C/c2ccccc2NS(=O)(=O)c2ccc(C)cc2)nc2ccccc21	4.3%	-3.3%	-5.3%
COc1ccc(N2CCN(C(=O)c3cc([N+](=O)[O-])ccc3N3CCN(CCO)CC3)CC2)cc1	?	-5.6%	4.8%
O=C(CCC1N=C2c3ccccc3N=C(SCc3ccccc3F)N2C1=O)NC1CCCCC1 (configuration not stated)	.	-8.5%	-2.5%
COC(=O)C1=C(N)N(c2ccccc2C(F)(F)F)C2=C(C(=O)CCC2)C1c1ccc2c(c1)OCO2 (configuration not stated)	9.6%	-17.5%	0.0%
COc1ccc(N(CC(=O)N/N=C(\C)c2ccc(OC)c(OC)c2)S(=O)(=O)c2ccccc2)cc1	-9.4%	10.9%	.

(list continues)
SMILES	N370S GC mod	FEN1 inh	TDP1 inh
CC1(C)CC[C@]2(C(=O)O)CC[C@]3(C)C(=CCC4[C@@]5(C)CC[C@H](O)C(C)(C)C5[C@H](O)C[C@]43C)C2C1 (some centres not stated)	2.5%	.	15.7%[56.1 µM]
O=C1CCC/C(=N/Nc2ccc(Cl)cc2)C1	10.8%	-21.8%	10.7%
O=C(CCC1CCCC1)NCc1ccccn1	13.5%	-10.3%	3.8%
Cc1cc(C(=O)NC2CCCN(Cc3ccccc3F)C2)n[nH]1 (configuration not stated)	-5.8%	0.6%	0.9%
Cc1cccc2cc(CN(Cc3ccco3)C(c3nnnn3CCc3ccccc3)C(C)C)c(=O)[nH]c12 (configuration not stated)	-2.0%	-17.5%	6.3%
COc1ccc(-n2cnnc2SCC(=O)NC2CCCc3ccccc32)cc1 (configuration not stated)	-1.4%	0.9%	-2.7%

Rows are unselected; about 0.57% have a hit in one of these screens.
